Screening data (PubChem)
UTI89 phage lysis: inhibition of K1F phage lysis, E. coli UTI89, bacterial capsule biogenesis inhibitors, alamar blue (AID 488966) | E. coli UTI89 K1F phage lysis, alamar blue, 2 h; higher % means a stronger effect | inhibition, % at 100 µM, or IC50 in µM where a hit was titrated | actives 0.02% (n = 340,000);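 active means phage lysis inhibition, versus mean bacterial control, above a set limit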;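 further: capsule biogenesis inhibitors block K1F phage lysis so surviving cells raise fluorescence; higher fluorescence means more inhibition of phage lysis; actives were called in the ten point dose series up to 300 µM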
T cell HTS: modulators of CD8 T cell-vesicle binding, primary screen, mouse 2C CD8+ T cells, flow cytometry. 2C CD8+ T cell-vesicle binding; hits give low values. actives 0.068% (n = 330,000). AID 2052, 2009. calls only at 7 µM;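 active means response, share of CD8 T cells binding vesicles, and their 90th percentile fluorescence all below set limits, cut at about 80% in these data, passing the limit was not always enough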
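material = purified 2C TCR transgenic mouse naive CD8+ T cells | controls = Unloaded micro-vesicles (low), QL9 vesicles with 0.7% DMSO (high) | detection = cytometric PE anti-B7-1 and Alexa647 anti-CD8 signals after 1% paraformaldehyde fixation | incubation = binding step 1.5 h, 37 °C, antibody labelling 20 min, ice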
T cell HTS vesicle-bound %: second read-out of T cell HTS, no call of its own (marks repeat the call); double positive events, %; measured here: CD8+ vesicle-bound cell fraction;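 binding gate set so that unloaded-vesicle control wells show 10% double positive cells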
* marks the source's active call; other numbers are inactive results; i = inactive; [ ] = dose if it differs, or a comment. Some of the compounds tested; rates above refer to the full screens.

Compound,UTI89 phage lysis,T cell HTS,T cell HTS vesicle-bound %
COc1ccccc1/C=C/C(=O)OCC(=O)c1cc(C)n(C)c1C,0.8%[50 µM],i,44
CN(Cc1cccs1)C(=O)COc1cccc2c1OC(C)(C)C2,2.8%,i,50
Fc1ccccc1-c1nc(-c2ccc(-c3nn[nH]n3)cc2)no1,-1.1%,i,17
C[C@@H]1CN([C@@H](C)CO)C(=O)c2cccc(NS(=O)(=O)c3cccs3)c2O[C@H]1CN(C)Cc1ccc(C(F)(F)F)cc1,0.7%,i,28
CN(CC(=O)Nc1ccc(F)cc1)C(=O)c1ccc(OCc2cn3ccccc3n2)cc1,4.9%,i,29
COc1ccc(NC(=O)N(C)C[C@@H]2Oc3c(NC(=O)Nc4c(C)noc4C)cccc3C(=O)N([C@@H](C)CO)C[C@@H]2C)cc1,1.4%,i,16
Cc1nnc(SCC(=O)NCC(=O)Nc2ccc(F)c(F)c2F)n1N,-0.6%,i,39
NC1=NC[C@@H](CC2CCCCC2)N1CCc1cc(C(F)(F)F)cc(C(F)(F)F)c1,-0.4%,i,12
CC(=O)Nc1ccc(NC(=O)CN2C(=O)NC3(CCCCCCC3)C2=O)cc1,0.2%,i,52
COc1ccc(S(=O)(=O)N2CCOCC2)cc1NC(=O)COC(=O)c1[nH]c(C)c(C(C)=O)c1C,1.3%,i,56

Continued, starting with the last two of the part before.
Compound,UTI89 phage lysis,T cell HTS,T cell HTS vesicle-bound %
CC(=O)Nc1ccc(NC(=O)CN2C(=O)NC3(CCCCCCC3)C2=O)cc1,0.2%,i,52
COc1ccc(S(=O)(=O)N2CCOCC2)cc1NC(=O)COC(=O)c1[nH]c(C)c(C(C)=O)c1C,1.3%,i,56
CCS(=O)(=O)c1ccc(O)c(NC(=O)c2cc(-c3ccccn3)nc3ccccc23)c1,0.5%[50 µM],i,52
COc1cc(CC(=O)Nc2cccc(S(=O)(=O)N(C)c3ccccc3)c2)cc(OC)c1OC,0.1%[50 µM],i,57
Cn1nnnc1SCC(=O)Nc1nc2c(F)c(F)c(F)cc2s1,-2.5%,i,53
CC(C)[C@H](NS(=O)(=O)c1ccccc1)C(=O)OCC(=O)NC(=O)NC1CCCCC1,0.4%,i,56
NC(=O)c1nc[nH]c1C(=O)Nc1cccc(NC(=O)c2cccc(C(F)(F)F)c2)c1,1.1%,i,29
Cc1cc(NC(=O)CSc2nc3c(cnn3-c3cccc(Cl)c3)c(=O)[nH]2)no1,0.9%[50 µM],i,57
O=C(NCCc1ccccn1)c1c(-c2ccccc2)sc2ccccc12,-0.4%,i,18
N#Cc1cccc(C(=O)Nc2cc(S(=O)(=O)N3CCOCC3)ccc2N2CCCC2)c1,-1.4%,i,29
C[C@@H]1CN([C@H](C)CO)C(=O)c2cc(NC(=O)Nc3ccc(C(F)(F)F)cc3)ccc2O[C@H]1CN(C)S(=O)(=O)c1ccccc1,1.6%,i,20
C=CC[C@@H](CC(=O)N(CCO)Cc1ccccc1)C(=O)N[C@H](COC(=O)[C@H](CC=C)CC(=O)OC(C)(C)C)Cc1c[nH]c2ccccc12,-0.3%,i,12

Compound,UTI89 phage lysis,T cell HTS,T cell HTS vesicle-bound %
COc1ccc(C(=O)O)cc1S(=O)(=O)Nc1ccc(N2CCCCC2)cc1,-0.6%,i,34
O=C(Cn1cnc2c(OCc3ccccc3)ncnc21)NCCc1c[nH]c2ccccc12,0.1%,i,11
O=C(NNC(=O)C1CC1)c1cc(Br)c(Br)s1,2.2%[50 µM],i,51
CCC1CCCCN1C(=O)CSc1nnc(N)s1 (stereo not given),-1.4%,i,48
Cc1ccc(C)c(C(=O)CCC(=O)Nc2ccc(N3CCN(C)CC3)cc2C)c1,0.1%[50 µM],i,55
COc1ccc(NC(=O)N(C)C[C@H]2Oc3c(NS(=O)(=O)c4ccc(OC)cc4)cccc3C(=O)N([C@H](C)CO)C[C@@H]2C)cc1,-0.1%,i,9
Cc1noc(C)c1NC(=O)N(C)C[C@H]1Oc2ccc(NC(=O)NC(C)C)cc2C(=O)N([C@H](C)CO)C[C@@H]1C,0.8%,i,18
N#Cc1ccc(OCC(=O)NNC(=S)NC(=O)C2CC2)cc1,1.4%,i,35
C[C@@H]1CN([C@@H](C)CO)C(=O)c2cc(NC(=O)Nc3ccccc3)ccc2O[C@H]1CN(C)C(=O)Nc1cccc2ccccc12,3.7%,i,15
O=C(COC(=O)C12CC3CC(CC(Cl)(C3)C1)C2)Nc1ccccc1,-0.4%[50 µM],i,50

Compound,UTI89 phage lysis,T cell HTS,T cell HTS vesicle-bound %
O=C(COC(=O)c1cc(=O)[nH]c2ccccc12)Nc1ccccc1F,3.0%,i,31
O=C(COC(=O)c1ccc[n+]([O-])c1)Nc1cc([N+](=O)[O-])ccc1Cl,1.3%,i,56
O=C(OCC#CCSc1nnc(-c2cccc3ccccc23)o1)c1ccc2ccccc2c1,11%,i,8
CC(C)(C)CNC(=O)c1cccc2c1C(=O)c1ccc(-c3cc4ccccc4o3)cc1S2(=O)=O,0.4%,i,11
O=C1Cc2cc(S(=O)(=O)Nc3ccc(N4CCOCC4)cc3)ccc2N1,0.9%,i,28
CC(=O)Nc1ccc(S(=O)(=O)NCC(=O)OCC(=O)c2ccc[nH]2)cc1,1.0%[50 µM],i,10
O=C(NCc1ccccc1Br)c1cccc2c1C(=O)c1ccc(-c3ccc(OC(F)(F)F)cc3)cc1S2(=O)=O,2.0%,i,9
CN(C)c1cccc(C(=O)NNC(=O)C23CC4CC(CC(C4)C2)C3)c1,0.3%[50 µM],i,30
C[C@H](CO)N1C[C@H](C)[C@@H](CN(C)C(=O)NC2CCCCC2)Oc2c(NC(=O)Nc3ccccc3)cccc2C1=O,2.3%,i,26
O=C(NCc1cc(C(F)(F)F)ccc1Cl)c1cccc2c1C(=O)c1ccc(N3CCC(Cc4ccccc4)CC3)cc1S2(=O)=O,-0.1%,i,5

Compound,UTI89 phage lysis,T cell HTS,T cell HTS vesicle-bound %
Cc1cccc(-n2nnnc2SCC(=O)NCC2(N3CCOCC3)CCCCC2)c1C,-0.3%[50 µM],i,35
CCN(C(=O)CSc1nc2ccccc2[nH]1)C1CCS(=O)(=O)C1 (stereo not given),0.3%[50 µM],i,46
O=C(O)CC(c1ccccc1)N1C(=O)c2ccccc2C1=O (stereo not given),0.3%,i,27
CC[C@@]1(C(=O)OC)N[C@H](CN(C)C(=O)Nc2ccc(OC)cc2)[C@@H]2C(=O)N(Cc3ccccc3)C(=O)[C@@H]21,0.3%,i,10
COc1ccc(S(N)(=O)=O)cc1C(=O)OCC(=O)Nc1sccc1C#N,-0.8%,i,43
COc1ccc(S(=O)(=O)N2CCOCC2)cc1NC(=O)CN(C)CC(=O)Nc1cccc(F)c1,0.3%[50 µM],i,34
O=C(COC(=O)C12CC3CC(CC(C3)C1)C2)NNC(=O)c1ccccc1,0.1%[50 µM],i,55
COc1cccc(NC(=O)c2ccccc2NC(=O)c2ccncc2)c1,1.6%[50 µM],i,49
CC[C@]12c3[nH]c4ccccc4c3CCN1C(=O)C(CC(=O)NCc1ccco1)C[C@@H]2C(=O)N1CCN(C(=O)c2ccco2)CC1 (stereo not given in full),0.1%,i,11
CCN(C[C@H]1N[C@@](C)(C(=O)OC)[C@H]2C(=O)N(Cc3ccccc3)C(=O)[C@@H]12)C(=O)NC(C)C,0.2%,i,8

Part of the list above in order of number of heavy atoms, lowest first:
Compound,UTI89 phage lysis,T cell HTS,T cell HTS vesicle-bound %
CCN(C(=O)CSc1nc2ccccc2[nH]1)C1CCS(=O)(=O)C1 (stereo not given),0.3%[50 µM],i,46
COc1ccc(S(N)(=O)=O)cc1C(=O)OCC(=O)Nc1sccc1C#N,-0.8%,i,43
CCN(C[C@H]1N[C@@](C)(C(=O)OC)[C@H]2C(=O)N(Cc3ccccc3)C(=O)[C@@H]12)C(=O)NC(C)C,0.2%,i,8

Next section:
Compound,UTI89 phage lysis,T cell HTS,T cell HTS vesicle-bound %
Cc1c(C(=O)Nc2nccs2)oc2ccc(Br)cc12,-3.6%,i,26
CC(OC(=O)C1=COCCO1)C(=O)c1ccc(Br)cc1 (stereo not given),-1.3%,i,37
CC(C)(C)OC(=O)C[C@@H]1C/C=C\C[C@@H](CC(=O)N[C@H](CO)Cc2ccccc2)C(=O)N2CCC[C@@H]2COC1=O,0.0%,i,25
CNS(=O)(=O)c1cccc(C(=O)OCC(=O)Nc2nc(OC)cc(OC)n2)c1,0.3%[50 µM],i,34
Cc1ccc2nc(COC(=O)c3ccc(Cl)nc3)cc(=O)n2c1,2.9%,i,58
COCc1c(C(=O)OCC(=O)c2ccc[nH]2)oc2ccccc12,2.1%,i,31
COc1cc(-c2nnc(SCC(=O)Nc3ccc(C(=O)O)cc3)o2)cc(OC)c1OC,1.3%,i,37
CCCC(C(=O)NNC(=O)c1ccncc1)c1ccccc1 (stereo not given),-3.3%,i,42
CCCn1c(N)c(C(=O)CSc2nnc(-c3cccs3)n2C2CC2)c(=O)[nH]c1=O,0.6%,i,14
Cc1ccc(S(=O)(=O)N(C)CC(=O)OCC(=O)NCCc2ccc(S(N)(=O)=O)cc2)cc1,-3.0%,i,36

Compound,UTI89 phage lysis,T cell HTS,T cell HTS vesicle-bound %
COc1cccc(N2CCN(c3ccc(S(=O)(=O)N4CCN(C)CC4)cc3[N+](=O)[O-])CC2)c1,5.9%,i,39
O=C(C[C@H]1C/C=C/CC[C@@H](Cc2ccc(F)cc2)C(=O)O[C@@H](c2ccccc2)CNC1=O)NCCO,-0.1%,i,27
O=C(CSc1nnc(Nc2ccccc2)s1)NC1CCS(=O)(=O)C1 (stereo not given),-2.5%,i,52
O=C(c1cccc(S(=O)(=O)NCc2ccccc2)c1)N1CCN(c2ccccc2)CC1,0.1%[50 µM],i,38
CC(C)[C@H](NC(=O)c1ccccc1F)C(=O)NNC(=O)c1cccs1,0.6%[50 µM],i,53
O=C(Nc1ccc(Cl)cc1)C1CCCCN1S(=O)(=O)c1ccccc1 (stereo not given),0.1%[50 µM],i,7
COc1ccc(C(=O)OCc2c(-c3ccccc3)ncc3ccccc23)cc1,0.0%,i,53
CCN(C[C@H]1N[C@@](CC)(C(=O)OC)[C@H]2C(=O)N(Cc3ccccc3)C(=O)[C@@H]12)S(=O)(=O)c1ccc(OC(F)(F)F)cc1,-0.1%,i,10
COc1cc([N+](=O)[O-])ccc1NC(=O)COC(=O)C1=NN(c2ccccc2)C(=O)CC1,0.8%,i,41
COc1ccc(C(CNS(=O)(=O)c2cccc(F)c2)N2CCCC2)cc1 (stereo not given),-1.6%,i,43

In the list so far, four contain bromine:
Compound,UTI89 phage lysis,T cell HTS,T cell HTS vesicle-bound %
O=C(NNC(=O)C1CC1)c1cc(Br)c(Br)s1,2.2%[50 µM],i,51
O=C(NCc1ccccc1Br)c1cccc2c1C(=O)c1ccc(-c3ccc(OC(F)(F)F)cc3)cc1S2(=O)=O,2.0%,i,9
Cc1c(C(=O)Nc2nccs2)oc2ccc(Br)cc12,-3.6%,i,26
CC(OC(=O)C1=COCCO1)C(=O)c1ccc(Br)cc1 (stereo not given),-1.3%,i,37

The results go on.
Compound,UTI89 phage lysis,T cell HTS,T cell HTS vesicle-bound %
O=C(COC(=O)c1cccc(F)c1)NC(=O)NCc1ccccc1,0.3%[50 µM],i,43
CCOc1ccccc1Nc1nnc(SCC(=O)NCC2CCCO2)s1 (stereo not given),-3.6%,i,10
C[C@@H]1CN([C@@H](C)CO)C(=O)c2cc(NC(=O)CCC(F)(F)F)ccc2O[C@H]1CN(C)Cc1ccc(Cl)c(Cl)c1,0.3%,i,3
CC[C@]12c3[nH]c4ccccc4c3CCN1C(=O)C(CC(=O)NCCC1=CCCCC1)C[C@@H]2C(=O)N1CCN(C(=O)c2ccco2)CC1 (stereo not given in full),0.1%,i,10
Cc1nn(CC(=O)N2CCc3ccccc32)c(C)c1S(=O)(=O)NC(C)(C)C,-0.9%,i,41
COc1ccccc1CN(C)C(=O)COC(=O)c1ccc(Cl)nc1,2.0%,i,50
CSc1ncccc1C(=O)OCC(=O)N1CCc2ccccc21,-3.1%,i,30
CSc1ncccc1C(=O)OCC(=O)NCCc1ccccc1,0.6%[50 µM],i,49
COc1ccccc1CN(C)CC(=O)Nc1cccc(S(=O)(=O)N2CCCC2)c1,1.8%,i,52
COc1ccc2sc(-c3ccc(SC)cc3)c(/C=C/c3ccc(OC)c(OC)c3)c2c1,0.7%,i,13

Compound,UTI89 phage lysis,T cell HTS,T cell HTS vesicle-bound %
CC1(C)CC2CC(C)(CN2C(=O)COC(=O)c2cccc([N+](=O)[O-])c2)C1 (stereo not given),0.4%,i,29
CCN(CC)S(=O)(=O)c1cccc(C(=O)N[C@H](C(=O)NC2=NCCS2)C(C)C)c1,-1.1%,i,20
COc1ccc(/C=C/C(=O)OCC(=O)c2ccccc2F)cc1,3.0%,i,52
COc1cccc(NC(=O)CN2C(=O)NC(Cc3c[nH]c4ccccc34)C2=O)c1 (stereo not given),0.8%,i,34
